HIF activator = HIF pathway transcriptional activators, primary screen, cell-based, U2OS HRE-luciferase, luminescence; activation, % at 7.5 µM (by protocol); actives 0.32% (n = 300,000); U2OS HRE-luciferase reporter; normalized: DMSO 0%, desferrioxamine 100%;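 active = mean activation of at least 10% of the iron chelator positive control signal, with at least half of replicates also reaching 10%; inconclusive = mean and replicate majority disagree about reaching 10%; inactive = mean and most replicates under 10%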
KLF5 inhibitor = KLF5 expression inhibitors, primary screen, DLD-1 cells, luminescence. actives 0.23% (n = 290,000). AID 1700, 2009. DLD-1 KLF5 promoter-luciferase reporter. inhibition, % at 5 µM;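 active = inhibition above a per-plate limit of that plate's mean compound inhibition plus 3 SD, cut at about 60% in these data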;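 note: 0% = DMSO wells and 100% = LY294002 at 200 µM; higher means less KLF5 promoter-driven luciferase light; inactives centre near -14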
AI-2 QS modul = Vibrio harveyi AI-2 quorum sensing modulators, primary screen, JMH597 strain, luminescence/OD600 ratio; Vibrio harveyi JMH597 AI-2 luminescence/OD600 ratio, 9 h; stronger effect = lower value; strain lacks LuxN and CqsS sensors; 0 = neutral-control median; activity change, % at 7.5 µM; actives 0.4% (n = 300,000); AID 2094, 2009; in the data active = activity change below about -75%, passing the limit was not always enough; inconclusive = no clear call, values can overlap the other calls;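 note: luminescence divided by OD600 gain over 9 h not by final OD600 alone; inactives centre near 13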
IEC-6 cytotox = cytotoxicity in IEC-6 intestinal epithelial cells, primary screen, cytotoxicity control for KLF5 inhibitor project, cell-based, luminescence. inhibition, % at 5 µM. actives 0.78% (n = 290,000). IEC-6 cytotoxicity, luminescence viability; in the data active = inhibition above about 22%;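 note: 0% = plate median of test compound wells and 100% = cytotoxic reference compound wells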
Platelet DG rel = inhibitors of platelet dense granule secretion, primary screen, cell-based, MLPCN, human platelets; inhibition, %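 (compounds screened at 7.5 µM in platelet-rich plasma)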; human platelet-rich plasma, SFLLRN dense granule ATP release, luminescence; AID 1663, 2009; actives 0.22% (n = 300,000);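 active = mean replicate score, as percent of positive control, at or above 50; inconclusive = mean below 50 but at least one replicate at or above 50; inactive = mean and every replicate below 50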
HSF1 activator = HSF-1 activators, primary screen, NIH3T3-HGL cells, MG132 stress, luminescence, single point. NIH3T3-HGL HSF-1 luciferase reporter, 8 h; 100% = twice DMSO control signal. activation, % at 9 µM. actives 1.7% (n = 300,000). AID 504408, 2011;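 active = mean replicate activation of at least 50% with a set share of replicates each reaching 50%; inconclusive = only one of those two conditions met; inactive = mean below 50% and too few replicates reaching it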;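 note: 0% = median of the neutral control wells and 100% = twice that signal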
aSyn 5UTR inh = MLPCN primary screen, SNCA 5' untranslated region; alpha-synuclein 5'UTR reporter, inhibitor activity; inhibition, % (tested at 7.5 µM); actives 0.82% (n = 300,000); AID 1813, 2009; in the data active = inhibition above about 60%; inconclusive = no clear call, values can overlap the other calls;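 note: H4 neuroglioblastoma cells stably carrying SNCA 5'UTR luciferase fusion; 0% = DMSO wells and 100% = positive control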
HDAC3 inhib = HDAC3 deacetylase inhibitors, primary screen, biochemical, fluorescence, cell-free homogeneous. Histone deacetylase 3 (Homo sapiens), O15379. recombinant HDAC3, fluorogenic peptide/trypsin coupled. inhibition, % at 8.3 µM. actives 0.15% (n = 320,000); in the data active = inhibition above about 26%, passing the limit was not always enough; inconclusive = no clear call, values can overlap the other calls
Target sequence (O15379 whole entry, looked up): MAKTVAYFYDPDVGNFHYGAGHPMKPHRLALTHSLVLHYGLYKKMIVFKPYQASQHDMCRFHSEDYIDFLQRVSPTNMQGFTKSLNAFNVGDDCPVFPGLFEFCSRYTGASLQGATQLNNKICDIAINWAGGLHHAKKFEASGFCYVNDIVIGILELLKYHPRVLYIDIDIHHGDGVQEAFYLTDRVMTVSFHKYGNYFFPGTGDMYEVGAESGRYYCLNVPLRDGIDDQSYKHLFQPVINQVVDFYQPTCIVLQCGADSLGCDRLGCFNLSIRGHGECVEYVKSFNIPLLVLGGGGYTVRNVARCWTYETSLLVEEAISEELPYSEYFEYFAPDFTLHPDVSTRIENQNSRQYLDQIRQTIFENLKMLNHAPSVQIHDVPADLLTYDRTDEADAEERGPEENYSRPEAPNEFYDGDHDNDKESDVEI
HSP90 refold inh = HSP90 inhibitors, primary screen, cell lysate, luminescence | Heat shock protein HSP 90 (rabbit reticulocyte lysate; luciferase refolding) | Rabbit reticulocyte lysate, luciferase refolding luminescence, 3 h | inhibition, % at 5.6 µM | actives 0.91% (n = 290,000) | AID 1789, 2009;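 active = inhibition above the screen-wide mean plus 3 SD, computed separately per campaign, cut at about 16% in these data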;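 note: 0% = DMSO wells and 100% = 60 µM geldanamycin wells; inhibitors lower the luminescence because luciferase stays unfolded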
HSF1 inhib = HSF1 inhibitors in luciferase reporter cells, primary screen, cell-based, NIH3T3, luminescence. NIH3T3-HGL HSE-luciferase, MG132-induced, luminescence 8 h; stronger effect = lower value. activity change, negative = inhibition, % at 7.5 µM (by protocol). actives 0.77% (n = 300,000);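 active = more than half of replicate wells show activity change below -50%, luminescence cut by over half; inconclusive = some wells, but at most half, below -50%; inactive = no replicate well below -50%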;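 note: luciferase reports HSF-1 transcriptional activity via heat shock element; 0% = median of DMSO wells and -100% = zero luminescence signal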
Active calls of the source: *; ? = inconclusive; . = no result given.

canonical_smiles	AI-2 QS modul	HSP90 refold inh	Platelet DG rel	HSF1 activator	IEC-6 cytotox	aSyn 5UTR inh	HIF activator	HSF1 inhib	KLF5 inhibitor	HDAC3 inhib
O=C(Nc1cc2c(ccc3ccccc32)oc1=O)C1CCCCC1	7	4	-1	-3	4	-62	0.0	-7	12	3
COC(=O)c1ccccc1NC(=O)CN1CCN(C(=O)c2ccco2)CC1	-13	3	-6	7	6	15	-8.5	0	-33	2
Cc1cc2nc(-c3cccnc3SCC(=O)NC(C)C)[nH]c2cc1C	-4	34*	7	14	6	-122	1.7	-5	-86	4
CCOc1cc(/C=C2\SC(=NC)N(C)C2=O)cc(Cl)c1OC(C)=O	4	-2	-4	4	-6	10	-12	-11	-14	1
Cc1nc2c(C(=O)NCCc3ccccc3Cl)c[nH]n2c(=O)c1Cl	81	-4	-13	14	0	0	0.3	7	-30	6
O=C(NC1CCCc2ccccc21)C1CCCO1 (stereo unspecified)	27	-2	-9	-12	-7	6	0.0	-5	-21	1
Cc1cc(C)nc(-n2nc(C)cc2NC(=O)c2ccc(F)cc2F)n1	24	2	-1	-8	-2	18	0.0	-13	-6	-1
NS(=O)(=O)c1ccc(CCNS(=O)(=O)c2ccccc2)cc1	16	0	-2	25	-3	-12	0.0	0	0	8
COC(CN(C)S(=O)(=O)c1cc2c3c(c1)CCN3C(=O)CC2)OC	4	-2	-3	-2	-5	4	0.0	-5	-26	-4
COc1ccc(-c2csc(NC(=O)COC(=O)C3=COCCO3)n2)cc1	13	1	-16	2	-1	-128	1.5	0	-23	-4
CCn1ncc([N+](=O)[O-])c1C(=O)Nc1ccc(C(=O)N2CCCCC2)cc1	10	-2	-9	10	5	-4	-0.6	8	-4	10
COc1ccc(C(=O)O)cc1S(=O)(=O)NC(C)C	19	5	21	-10	3	16	0.0	-9	16	-2
CC(C)N(Cc1nc(-c2ccccc2)no1)C(=O)CCCN1C(=O)c2ccccc2C1=O	4	0	-4	36	-4	-2	0.4	3	-5	-2
Cc1c(-c2cccc(Cl)c2)nc2ccccc2c1C(=O)OC/C(O)=C(\C#N)c1nc2ccccc2[nH]1	29	-4	2	-9	-1	6	-1.1	-20	-14	-1
Cc1cccc(N2Cc3ccccc3C2=NC(=O)c2ccc(Cl)nc2)c1	16	4	1	33	1	-115	0.4	0	-13	-4
O=C(CSc1nnc(NC(=O)c2ccc(S(=O)(=O)N3CCOCC3)cc2)s1)Nc1ccccc1C(F)(F)F	15	0	6	-1	6	5	-0.2	6	-8	3
Cn1c(=O)c(=O)n(C)c2cc(S(=O)(=O)N3CCC(Cc4ccccc4)CC3)ccc21	-6	0	1	23	-4	17	-0.4	2	-2	-7
O=C(NCc1ccccn1)C(=O)NCC1OCCN1S(=O)(=O)c1ccc(Cl)cc1 (stereo unspecified)	-2	1	-10	-9	6	15	-0.3	1	0	-5
O=C1Nc2c(c(=O)[nH]c(=O)n2-c2ccc(F)cc2)C1(NS(=O)(=O)c1ccccc1)C(F)(F)F (stereo unspecified)	18	-1	-2	-17	-2	-6	-0.3	-6	-7	-1
Cc1ccc(/C=N/NC(=O)c2ccc(Br)o2)s1	17	6	-1	33	3	-111	9.9*	18	-27	4
O=C(Oc1ccc(C(=S)N2CCOCC2)cc1Br)c1ccccc1F	-14	-1	1	-20	2	13	0.5	-8	9	4
Cc1ccccc1Nc1nc(N)nc(CCl)n1	10	3	12	4	14	-5	0.7	-5	-8	0
COc1cccc(NS(=O)(=O)c2ccc3c(c2)NC(=O)C(C)C(=O)N3)c1 (stereo unspecified)	5	-1	4	-29	-6	-3	-0.4	-10	-16	-4
Cc1ccc(CNC(=O)CCc2nnc3ccc(NCCCN4CCCC4=O)nn23)cc1	13	4	11	7	-5	-3	0.0	-5	11	-8
O=S(=O)(c1ccc(-n2cnnn2)cc1)N1CCNCC1	13	-3	1	83*	-6	-17	0.1	43	-32	1
O=C(c1c(F)cccc1F)N1CCCC1	25	-3	3	10	-5	13	-1.2	8	-12	-6
Cc1cccc(CN2CCC(C(=O)Nc3cccc(-c4cccc(F)c4)c3)CC2)n1	-14	-1	-4	-4	2	-15	-0.6	-4	-5	7
COc1ccc(SCCc2nnc(-c3ccccc3)o2)cc1	-23	3	3	-8	-3	-20	0.5	-5	-17	0
O=C(COc1ccc(S(=O)(=O)N2CCCC2)cc1)NCCC1=CCCCC1	21	-1	-1	3	-4	23	0.2	-2	-30	-2
OCc1cn(-c2ccccc2)nc1-c1ccco1	6	1	1	17	1	-43	3.8	13	-67	-4
CN(C)C(=S)c1ccc(N(C)C)cc1	1	1	5	-5	-3	-8	-0.2	-3	-16	8
Cc1[nH]c2ccccc2c1NC(=O)CN1CCN(C(=O)c2ccco2)CC1	6	2	15	-2	1	-2	-0.5	-2	-12	11
CC(C)OC(=O)C1C2C=CC3(CN(C(C)c4ccc(Br)cc4)C(=O)C13)O2 (stereo unspecified)	14	0	-6	-5	-10	5	0.1	-3	-38	-4
CN(C)C(CNC(=O)c1ccc(S(=O)(=O)N(C)C)cc1)Cc1ccccc1 (stereo unspecified)	13	10	5	34	6	19	-0.7	12	-20	0
O=C(Nc1nc2ccccc2n1Cc1ccccc1)c1ccco1	1	2	0	0	-1	45	-0.2	-18	-9	-5
Cn1cc(CN2CCC(C(=O)Nc3cccc(-c4cscn4)c3)CC2)cn1	2	-1	-5	-27	1	-6	73*	-13	-17	-3
COc1ccc(-c2nc3ncnn3cc2C)cc1F	-7	0	-9	-4	-3	18	-0.9	-10	-6	-27
Cc1ccc(S(=O)(=O)N2CCC(C(=O)N3CCC[C@H]3C(=O)NCc3ccccc3)CC2)cc1	19	0	11	-4	-5	-13	-0.4	-4	-4	3
Cc1ccc(NC(=O)CS(=O)CC(=O)NC(C)CCc2ccco2)cc1Cl (stereo unspecified)	14	0	3	.	2	.	.	.	-29	0
COc1ccc(C=NCC2COc3ccccc3O2)cc1OC (stereo unspecified)	8	5	-2	-11	3	-25	.	-3	-5	3
Cc1cc(C)n(-c2ccc(C(=O)OCC(=O)Nc3ccc(S(=O)(=O)N4CCOCC4)cc3)cc2)n1	8	4	-1	14	-3	-16	-0.7	2	-30	-3
COc1ccc(CC(=O)O/N=C(\N)Cc2cccc3ccccc23)cc1	37	1	-1	9	5	-37	0.3	5	31	4
O=C(c1cc2ccccc2oc1=O)N(Cc1ccc(F)cc1)C1CCS(=O)(=O)C1 (stereo unspecified)	-2	2	0	34	-6	-121	3.8	11	-62	-8
CC(=O)Nc1ccc(S(=O)(=O)NC(CC(=O)O)c2ccc(OC(C)C)cc2)cc1 (stereo unspecified)	8	-2	2	-1	-3	15	-0.6	-6	-31	-6
O=C1C2C3C=CC(C3=C3CCCCC3)C2C(=O)N1c1ccccc1 (stereo unspecified)	14	2	-2	10	-4	6	-0.5	0	-15	4
Cc1ccnc(NC(=O)c2ccc(S(=O)(=O)N3CCCCCC3)cc2)c1	13	.	-2	1	.	-119	2.3	6	.	-1
CCCCCCN1CC(O)=C(c2nc3ccccc3[nH]2)C1=N	11	2	-7	8	2	-40	1.8	2	19	3
COC(=O)c1ccc2[nH]c3c(c2c1)CC(C)CC3 (stereo unspecified)	21	-3	-3	6	11	-96	-4.3	4	-26	1
O=C1c2ccc3c4c(ccc(c24)C(=O)N1c1cccc(O)c1)CC3	16	-1	1	2	-1	11	-0.3	-2	-11	1
COc1ccc(C=O)cc1CSc1ncccc1C(=O)O	24	1	3	?	-2	1	-0.2	13	-32	1

Other results
canonical_smiles	AI-2 QS modul	HSP90 refold inh	Platelet DG rel	HSF1 activator	IEC-6 cytotox	aSyn 5UTR inh	HIF activator	HSF1 inhib	KLF5 inhibitor	HDAC3 inhib
CCC1CCCCN1CCCNC(=O)Cn1c2ccccc2c2nc(=O)cc(C)n21 (stereo unspecified)	9	-4	3	64*	0	-139	1.1	40	-17	-1
COC(=O)c1ccc(/C=N/NC(=O)c2ccccc2Cl)cc1	10	-6	3	-36	3	10	0.6	-20	-39	5
Cc1cccc(NC(=O)CSc2nnc(-c3cc(C)n(-c4ccccc4)c3C)o2)c1C	14	7	-5	-45	0	-43	0.0	-30	-28	11
Oc1ccc(-c2n[nH]c(=S)n2Cc2ccccc2)cc1	3	2	-3	5	-2	2	-0.2	-1	-24	3
Cc1ccc(C(C)C)c(Oc2nnnn2-c2ccccc2)c1	2	-1	5	-6	4	24	1.2	7	-13	0
CC1CCN(S(=O)(=O)c2ccc(C(=O)OCc3ccc4c(c3)OCO4)cc2)CC1	19	6	-15	-1	3	-17	-0.2	-3	-36	0
OCC1(CCOc2ccccc2)CCN(Cc2cn[nH]c2-c2ccccc2)CC1	3	-2	3	-22	3	7	0.8	-7	-28	-6

Assay outcomes deposited in PubChem by several laboratories.
